E-sel TNF inh: TNF alpha driven E-selectin expression inhibition; inhibition, % at 2 µM; HUVEC TNFa-induced E-selectin immunofluorescence, high content; hit rate 0.71% among 120,000;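 active means inhibition above the batch mean plus 3 SD, and confirmed as a hit on visual image review, cut at about 43% in these data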;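 further: 0% = TNF-stimulated DMSO wells and 100% = unstimulated control wells; not every result past the cut was called active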
HCT116 PTEN-null: PTEN-deleted cell growth suppression; HCT116 PTEN-null viability, CellTiter-Glo, 60 h; hits give low values; viability, % at 10 µM; hit rate 1.2% among 140,000; AID 827;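 active means viability at or below a set limit, 4 SD under the median of all tested compounds, cut at about 3.7% in these data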;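 further: PTEN knockout HCT116 line with beta catenin targeted HCT116 as companion control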
Yeast growth inh: chemicals that inhibit yeast BB579 growth in restrictive medium (lifespan-shortening candidates). S. cerevisiae BB579 growth, OD615, 48 h. inhibition, % at 10 µM. hit rate 0.51% among 140,000. AID 804;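 active means inhibition above a set limit, 3 SD over the mean compound inhibition, cut at about 44% in these data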; further: inactives centre near -24
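test system = yeast BB579 (DeaD) | buffer or medium = restrictive CSMM-D medium | doses = single compound dose of 10 µM, 0.25% DMSO final | times = 4 h preincubation and 48 h exposure at 30 °C | technique = culture absorbance at 615 nm | benchmarks = amphotericin B 10 µg/mL, positive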
MRP-1 activ: MRP-1 activation | H69AR cells + doxorubicin, viability rescue, CellTiter-Glo | viability increase, % at 10 µM | hit rate 0.61% among 140,000 | AID 799;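 active means viability gain under doxorubicin at or above a set limit, the compound median plus 3 SD, cut at about 4.7% in these data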;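 further: MRP-1 overexpressing cells given doxorubicin 25 µM after compound pretreatment; 18-22 h compound pretreatment then 72 h with doxorubicin before readout; 0% = doxorubicin-only wells and 100% = vehicle-treated cells without doxorubicin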
NPY-Y2 antag: antagonists of human neuropeptide Y receptor Y2 | P49146 | NPY-Y2 expressing cells, antagonist mode | inhibition, % at 2.7 µM | hit rate 0.99% among 140,000 | AID 793; in the data active means inhibition above about 17%;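 further: 0% = vehicle with agonist challenge and 100% = reference antagonist with challenge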
Target sequence (P49146 whole entry, looked up): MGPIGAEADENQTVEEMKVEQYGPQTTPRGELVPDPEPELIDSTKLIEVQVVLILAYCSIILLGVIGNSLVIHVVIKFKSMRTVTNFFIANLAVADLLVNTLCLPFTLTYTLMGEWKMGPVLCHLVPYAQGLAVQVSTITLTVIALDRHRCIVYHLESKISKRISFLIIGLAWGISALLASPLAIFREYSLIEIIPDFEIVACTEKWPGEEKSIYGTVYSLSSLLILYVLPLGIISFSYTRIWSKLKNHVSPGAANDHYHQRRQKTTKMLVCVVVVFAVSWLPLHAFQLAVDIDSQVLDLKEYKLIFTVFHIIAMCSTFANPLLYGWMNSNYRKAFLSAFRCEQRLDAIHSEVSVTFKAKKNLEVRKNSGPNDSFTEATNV
Yeast life ext: yeast lifespan extension. AID 775. hit rate 0.68% among 130,000. S. cerevisiae growth with nicotinamide, OD615; deaD strain in restrictive glucose medium. inhibition of the nicotinamide effect, % at 10 µM;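 active means inhibition above a set limit, placed 3 SD over the median of all compounds, cut at about 26% in these data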;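 further: 0% = nicotinamide-treated wells and 100% = cells grown without nicotinamide; some compounds called inactive have numbers as strong as hits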
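Measured by: optical density (absorbance) at 615 nm; System: modified budding yeast, DeaD strain; Medium: restrictive CSMM-D dextrose medium; Timing: 4 h preincubation then 48 h treatment at 30 °C.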
Measles CPE: protection of cells from measles virus; Measles virus-infected cells, CPE protection, absorbance; protection (pct of control), % at 4 µM; hit rate 1.5% among 140,000; AID 841; in the data active means protection mostly above about 24%, no sharp cut-off; inactive means mostly below about 26%; further: some compounds called inactive have numbers as strong as hits
GALR2 antag: GALR2 (human) receptor antagonism. GALR2-expressing cells, antagonist mode. hit rate 0.39% among 140,000. inhibition, % at 4 µM; in the data active means inhibition above about 27%;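 further: cells stimulated with galanin 1-16 at roughly its EC80; 0% = agonist challenge control and 100% = basal control without agonist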
Target sequence (O43603 whole entry, looked up): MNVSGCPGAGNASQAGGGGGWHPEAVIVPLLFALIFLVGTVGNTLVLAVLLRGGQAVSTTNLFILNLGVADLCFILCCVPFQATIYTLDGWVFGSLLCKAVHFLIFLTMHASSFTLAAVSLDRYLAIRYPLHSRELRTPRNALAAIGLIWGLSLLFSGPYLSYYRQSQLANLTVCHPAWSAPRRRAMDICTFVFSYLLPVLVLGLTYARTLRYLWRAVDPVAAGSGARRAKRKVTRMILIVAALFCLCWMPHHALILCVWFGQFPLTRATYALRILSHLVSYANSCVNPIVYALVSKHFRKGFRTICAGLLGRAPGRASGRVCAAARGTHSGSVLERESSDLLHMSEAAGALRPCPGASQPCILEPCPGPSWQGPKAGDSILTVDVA
Phagocytosis inh: inhibitors of macrophage phagocytosis; J774A.1 macrophage IgG-bead phagocytosis, imaging; inhibition, % at 5 µM; hit rate 0.07% among 110,000; AID 1029;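 active means inhibition above the mean of the plate negative controls plus 5 SD, cut at about 13% in these data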;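 further: phagocytic index as fraction of beads internalized from green versus red external bead signal; plate controls were DMSO negative control for no effect and cytochalasin-D positive control for full effect; some results beyond the cut were filed as inactive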
bCat KO growth: beta-catenin-lacking colon tumor cell growth suppression. HCT116 beta-catenin knockout viability, CellTiter-Glo, 60 h; hits give low values. viability, % at 10 µM. hit rate 1.5% among 140,000;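 active means viability at or under a set limit, the compound median less 4 SD, cut at about 6% in these data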;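 further: 0% = Hyamine 1622 control at 20 µM and 100% = untreated cell control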
* = called active by the depositor; · = no result given.

Sequence of screens: E-sel TNF inh, HCT116 PTEN-null, Yeast growth inh, MRP-1 activ, NPY-Y2 antag, Yeast life ext, Measles CPE, GALR2 antag, Phagocytosis inh, bCat KO growth
> Cc1ccc(NS(=O)(=O)c2ccccc2)c2c1CC(C)(C)O2
    -11.1, 85.4, -15.8, -0.5, -1.1, -13.0, 5.5, -0.6, 0.5, 88.1
> COc1ccc(C2=NOC(C(=O)Nc3ccc(C)cc3)C2)cc1OC (stereo unspecified)
    ·, 76.7, -26.6, -0.6, 1.7, -28.0, 3.6, -5.9, -0.8, 80.5
> CN(C)CCCn1c(NC(=O)C2CCCCC2)nc2ccccc21
    -24.9, 83.4, -42.8, -1.2, 2.6, -9.9, 5.0, 6.4, 0.7, 82.3
> Cc1ccc(CC2S/C(=C(/C#N)C(=O)NCc3ccco3)N(c3ccccc3)C2=O)cc1 (stereo unspecified)
    13.1, 89.6, -41.5, 6.6*, 1.4, -1.5, 1.5, 4.7, -0.6, 99.6
> CCN(CC)c1ccc(/C=N/N2CCOCC2)c(O)c1
    ·, 100.3, -44.2, 0.0, -0.2, 1.4, 9.5, 20.1, -0.2, 93.1
> Clc1ccc(OCc2nn3c(-c4ccco4)nnc3s2)cc1
    ·, 85.7, -26.6, -0.9, 5.8, -3.5, 10.9, -1.3, ·, 86.8
> O=C(N/N=C/c1ccc(OC(F)F)cc1OC(F)F)c1ccc(Br)cc1
    0.7, 90.8, -3.1, -1.5, 0.8, -6.0, 1.8, 2.8, ·, 72.0
> Cc1c(NC(=O)CN2C(=O)C3C4C=CC(C4)C3C2=O)c(=O)n(-c2ccccc2)n1C (stereo unspecified)
    8.8, 102.6, 6.6, -1.1, 0.8, -10.4, 4.5, 0.6, ·, 96.0
> O=C1NC2(CCCCC2)Oc2ccccc21
    -16.5, 98.9, -5.6, -1.3, -1.4, -5.8, 7.7, 1.3, 2.2, 98.8
> CCOCC(=O)Nc1sc2c(c1C(=O)OCC)CCCC2
    0.6, 81.4, -25.6, -2.8, 5.9, -8.1, 7.2, -1.5, ·, 85.5
> CN(C1CCS(=O)(=O)C1)S(=O)(=O)c1cccc2nsnc12 (stereo unspecified)
    -14.3, 93.8, -5.6, -1.2, 2.1, -2.2, 5.3, -14.0, -0.2, 95.4
> Cc1ccc(-c2nc3ccccc3s2)cc1S(=O)(=O)N1CCCC1
    7.7, 63.7, -25.3, 0.1, 8.9, -27.0, 7.4, 7.1, 0.0, 67.3
> Cc1cc(C)nc(SCC(=O)N2CCCCC2)n1
    7.7, 89.3, -11.6, -3.2, 0.4, -0.2, 10.4, 0.7, 2.0, 101.0
> CC(=O)Nc1ccc(C(=O)N(C)c2ccccc2)cc1
    16.6, 102.6, -4.9, -2.3, -1.1, -5.7, 16.7, -1.7, -1.9, 100.9
> COc1cc(C(=O)NC(=S)Nc2cccc(-c3cc4ccccc4oc3=O)c2)cc(OC)c1OC
    -11.4, 90.7, -3.0, -4.5, 1.2, -3.3, 9.2, -23.9, ·, 96.5
> CCNS(=O)(=O)c1ccc(NC(=O)c2ccccc2OCC)cc1
    6.3, 70.3, -31.9, -4.2, 1.9, -18.7, 7.6, -1.0, -3.0, 83.6
> OCCCCNCc1ccc(OCc2ccccc2Cl)cc1
    -12.5, 69.8, -0.5, -5.5, 8.5, -9.3, 7.2, -1.0, ·, 70.7
> Cc1c(NS(=O)(=O)c2ccc(Br)s2)c(=O)n(-c2ccccc2)n1C
    -13.5, 86.9, -4.8, 0.1, 2.6, 1.1, 10.9, -7.6, 1.2, 89.2
> COc1ccc(CCNC(=O)C23CN(Cc4ccccc4)CC2C(c2ccc([N+](=O)[O-])cc2)=NO3)cc1 (stereo unspecified)
    ·, 70.8, -14.9, -1.1, 7.1, -15.4, 4.1, -1.8, 0.3, 77.5
> CCCCn1c(-c2csc(CC)c2)n[nH]c1=S
    ·, 90.2, -40.5, -2.5, 3.6, 0.4, 11.3, 1.1, -3.3, 95.2
> CC1CCc2cc(F)ccc2N1S(=O)(=O)c1ccc(Cl)nc1 (stereo unspecified)
    ·, 68.5, -6.2, -1.7, 3.6, 1.4, 3.8, 6.9, -7.6, 69.4
> COc1ccc(C2CC(C(F)(F)F)n3nc(C(=O)O)c(Br)c3N2)cc1 (stereo unspecified)
    26.0, 103.0, -20.0, 0.8, 8.6, 1.8, 18.9, 5.9, -1.8, 98.0
> COC(=O)C(C#N)C(=C1C(=O)CC(C)(C)CC1=O)c1ccc(O)cc1 (stereo unspecified)
    -6.6, 98.5, -4.4, -0.1, 4.2, -4.6, 10.3, 5.4, -1.1, 95.9
> O=C(CC(SCCO)c1ccc2c(c1)OCO2)c1cccs1 (stereo unspecified)
    39.5, 10.2, -9.9, -6.5, -1.4, -27.4, 3.5, 3.5, -0.8, 7.2
> Cc1ccc(NC(=O)Nc2ccccc2)cc1[N+](=O)[O-]
    0.5, 75.7, -14.0, 1.4, -2.2, 0.0, 2.0, 5.5, -1.6, 74.5
> Cc1ccc2nc(NC(=O)Cn3nc(C)c([N+](=O)[O-])c3C)sc2c1
    ·, 104.8, -24.9, -0.7, 2.8, 1.5, 18.8, 1.5, -4.7, 95.4
> CCS(=O)(=O)N1CCCC(C(=O)NCc2cccc(OC)c2)C1 (stereo unspecified)
    53.1*, 102.5, -8.2, -0.9, 4.3, -3.2, 4.2, 0.9, ·, 98.2
> Cc1ccc(CNc2oc(-c3ccco3)nc2C#N)cc1
    0.8, 73.8, -6.7, 0.2, 4.3, -22.8, 44.1, -11.1, ·, 95.8
> CC1CCC(=C(C#N)c2nc(-c3cc4ccccc4oc3=O)cs2)CC1 (stereo unspecified)
    16.9, 73.8, -40.8, 0.1, 1.2, 3.6, 3.8, 1.2, -0.9, 71.4
> COc1ccc(C2c3c(ncn(CCN4CCOCC4)c3=N)Oc3ccc4ccccc4c32)cc1OC (stereo unspecified)
    22.4, 43.5, 4.4, -6.1, 1.3, -23.2, 7.6, 23.5, 1.6, 49.2
> CCn1cc(/C=N\NC(=O)c2ccc(Cl)cc2)cn1
    ·, 93.3, -3.2, -0.1, -1.9, 3.3, 1.8, 5.0, -6.7, 90.7
> C/C(=N\OCC(=O)Nc1nc2ccccc2s1)c1ccccc1
    42.9, 93.4, -24.8, 3.3, 10.6, -7.0, 6.8, -1.8, 2.9, 96.1
> CCN1CCN(C(c2cccs2)C(C)NC(=O)c2ccco2)CC1 (stereo unspecified)
    ·, 95.9, -31.3, -1.9, 6.1, -18.8, 36.0, 2.0, ·, 90.8
> O=C(CNC(=O)c1ccco1)NCC(=O)OCc1cccc(C(=O)Oc2ccccc2)c1
    -0.5, 98.0, -71.7, -1.2, 0.6, -6.7, 11.1, -4.4, -0.9, 94.7
> CCC(=O)O[C@]1(C(=O)CCl)[C@@H](C)C[C@H]2[C@@H]3CCC4=CC(=O)C=C[C@]4(C)[C@@]3(F)[C@@H](O)C[C@@]21C
    ·, 67.7, -32.9, -2.3, -0.2, 1.2, 5.6, -20.3, ·, 64.1
> Cc1nnc(SCC(=O)Nc2sc3c(c2C(N)=O)CCCC3)[nH]c1=O
    ·, 122.6, -37.5, -0.8, 1.4, -13.8, 2.8, -2.0, ·, 105.9
> CC1CCCN(C(=O)C2CCN(CC(C)c3ccccc3)CC2)C1 (stereo unspecified)
    -17.7, 95.2, -30.6, -0.8, 0.4, ·, 6.3, 4.8, ·, 102.2
> CCCn1c(SCC(=O)c2ccc3c(c2)OCCO3)nnc1-c1ccco1
    -6.2, 103.8, -46.9, -1.1, 4.5, -8.7, 6.2, -7.2, 1.7, 99.8
> O=C(CCC(=O)c1cccs1)NCc1ccccc1
    8.3, 97.4, -31.8, -2.6, -1.4, -6.0, 15.1, -6.8, ·, 88.8
> COc1ccc(NC(=S)Nc2ccc3nc(C)c(C)nc3c2)cc1
    -40.2, 100.6, -42.8, 0.6, 1.5, -9.3, 20.0, 2.1, ·, 97.4
> O=C(N/N=C/c1ccc(Cl)cc1)c1cc2c(s1)-c1ccccc1CC2
    36.6, 22.3, -12.9, -2.3, -0.8, -12.1, 9.2, -2.5, -0.2, 32.4
> CCOc1ccc2nc3c(cc2c1)CN(CCCO)C(=NCCOC)S3
    ·, 86.4, -30.6, 0.1, 10.1, -12.3, 4.5, -5.8, -0.8, 93.6
> COc1ccc(NC(=O)CS(=O)CC(=O)Nc2ccc(OC)c(OC)c2)cc1 (stereo unspecified)
    -42.8, 106.0, -33.2, -1.5, -1.6, -7.8, 11.9, 3.9, -1.0, 104.2
> COn1c(-c2ccccc2)nc2c1CCc1c-2no[n+]1[O-]
    ·, 75.3, -23.0, -4.2, 0.7, -8.2, 4.2, -0.1, 1.5, 73.0
> COc1ccc(CCNC(=O)c2cccnc2)cc1OC
    ·, 101.0, -13.1, -0.6, 0.6, -6.5, 9.6, 8.5, -0.2, 92.8
> COC(=O)CSc1nnc(SCc2ccccc2)s1
    ·, 105.8, -14.4, 0.6, 7.3, -12.6, 33.6, -2.6, -1.2, 95.2
> CCCCn1c(SCC(=O)NCc2ccco2)nnc1-c1ccoc1C
    -1.7, 97.3, -45.0, -1.8, 2.0, -12.5, 6.8, -7.4, -2.0, 98.1
> N#C/C(=C\c1c[nH]c2ccccc12)C(=O)Nc1ncc(Cc2ccc(Cl)cc2Cl)s1
    ·, 29.0, -43.9, -6.6, -2.0, 2.8, 2.1, -9.8, 2.0, 58.3
> CCOc1ccc(NC(=S)Nc2cccc3cnccc23)cc1
    -14.0, 75.9, -16.2, -1.4, 0.6, 0.7, 9.3, 14.2, -13.5, 86.5
> Cc1nn(-c2ccccc2Cl)c(Cl)c1/C=C(\C#N)C(N)=O
    3.6, 51.6, -10.2, -4.8, 1.5, -4.4, 2.0, 5.3, 0.4, 60.6
> O=C(CSCc1ccc(Cl)cc1Cl)Nc1nccs1
    9.7, 90.7, -21.6, -3.2, 2.4, 1.0, 11.9, 2.3, -4.1, 93.7

High-throughput results (PubChem)
